Bioassay records: PubChem BioAssay, The Scripps Research Institute Molecular Screening Center
MITF primary: MITF inhibitors, primary screen, biochemical, AlphaScreen, human | hit rate 0.91% among 650,000 | inhibition, % at 2.6 µM | AID 1259374, 2018 | Microphthalmia-associated transcription factor (Homo sapiens), O75030 | AlphaScreen MITF homodimerization, bead proximity signal; in the data active means inhibition above about 50%;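 further: 0% = vehicle wells with protein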
Target sequence (O75030 whole entry, looked up): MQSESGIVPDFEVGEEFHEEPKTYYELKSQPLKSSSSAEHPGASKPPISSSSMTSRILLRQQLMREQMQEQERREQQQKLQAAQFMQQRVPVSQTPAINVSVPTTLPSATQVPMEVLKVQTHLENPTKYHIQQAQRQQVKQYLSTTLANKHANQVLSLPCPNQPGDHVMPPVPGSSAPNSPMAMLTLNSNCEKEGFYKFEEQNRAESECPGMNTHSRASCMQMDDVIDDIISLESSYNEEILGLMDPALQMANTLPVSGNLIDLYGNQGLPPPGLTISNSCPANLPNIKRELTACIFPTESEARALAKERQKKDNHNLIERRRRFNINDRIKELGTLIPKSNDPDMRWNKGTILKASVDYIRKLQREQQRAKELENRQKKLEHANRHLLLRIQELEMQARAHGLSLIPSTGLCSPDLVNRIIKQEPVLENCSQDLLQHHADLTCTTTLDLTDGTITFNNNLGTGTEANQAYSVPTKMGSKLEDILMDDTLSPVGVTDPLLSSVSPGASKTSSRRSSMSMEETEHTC
FBW7 act: FBW7 E3 ligase activators, primary screen, biochemical, AlphaScreen, human. F-box/WD repeat-containing protein 7 (Homo sapiens), Q969H0. AlphaScreen FBW7–phospho-cyclin E peptide binding, activator screen. normalized activity (activation), % at 26.1 µM. hit rate 0.13% among 650,000; in the data active means normalized activity above about 1.9%;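 further: purified mutant Fbw7 with reduced substrate affinity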
GPR151 ag: activators of human GPR151, primary screen, cell-based, PathHunter beta-arrestin, luminescence; hit rate 1% among 650,000; activation, % at 11.2 µM; PathHunter beta-arrestin GPR151 cells; in the data active means activation above about 4.9%;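 further: 0% = median of compound wells and 100% = cells with positive control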
Target sequence (Q8TDV0 whole entry, looked up): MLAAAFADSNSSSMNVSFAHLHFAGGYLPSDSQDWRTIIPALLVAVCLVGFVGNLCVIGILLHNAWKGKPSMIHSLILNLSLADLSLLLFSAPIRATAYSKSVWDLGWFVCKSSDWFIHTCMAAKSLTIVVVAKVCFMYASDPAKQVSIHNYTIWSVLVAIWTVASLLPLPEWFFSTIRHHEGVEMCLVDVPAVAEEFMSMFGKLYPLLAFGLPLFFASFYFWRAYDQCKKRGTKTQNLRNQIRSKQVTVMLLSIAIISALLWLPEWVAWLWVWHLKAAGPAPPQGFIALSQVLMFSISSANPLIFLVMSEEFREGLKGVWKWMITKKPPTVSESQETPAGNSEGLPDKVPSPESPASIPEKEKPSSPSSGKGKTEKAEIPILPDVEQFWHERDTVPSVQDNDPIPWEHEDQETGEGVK
TEAD-YAP block: TEAD-YAP interaction inhibition, primary screen, TEAD-YAP interaction inhibitor project, luminescence, HEK-TIYL cells | TEAD-Gal4/YAP UAS-luciferase luminescence | inhibition, % at 9.12 µM | hit rate 1.4% among 640,000; in the data active means inhibition above about 32%;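 further: 0% = median of test compound wells and 100% = reference inhibitor wells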
Numbers without * were called inactive; nt = no result given; & = joins results of further samples.

SMILES	MITF primary	FBW7 act	GPR151 ag	TEAD-YAP block
C[C@H]1CC[C@@H]2[C@@H](C)[C@H]3[C@H](CC4[C@@H]5CC=C6CC(O[C@@H]7O[C@H](CO)C(O[C@@H]8O[C@@H](C)[C@H](O)[C@@H](O)[C@H]8O)[C@H](O)[C@H]7O[C@@H]7O[C@@H](C)[C@H](O)[C@@H](O)[C@H]7O)CC[C@]6(C)[C@H]5CC[C@@]43C)N2C1 (stereo partly drawn)	11	0.0	7.2*	-12
O=C(COc1ccc(Cl)cc1)N1CCN(CC2CC3C=CC2C3)CC1 (stereo not drawn)	6	0.3	0.1	5
CC1(C)CC2CC(C)(CN2CCC#N)C1 (stereo not drawn)	53*	-0.1	0.4	2
COc1ccc(C(=O)N2CCCC2=O)cc1	-10&-6&20&10	-0.1&0.0&0.2&0.5	3.6&-1.2&-0.6&2.9	2&4
CCCCOc1ccc(C(=O)Nc2ccc(Cl)cc2C(=O)c2ccccc2Cl)cc1	6	0.1	-1.9	-2
COc1cc(N2CCOCC2)ccc1/C=C1\C(=O)NC(=O)N(C2CCCCC2)C1=O	8	-0.5	3.2	1
Fc1ccc(C2C=C(c3cccnc3)Nc3nnnn32)cc1 (stereo not drawn)	8	-0.1	0.7	-7
O=C(CN1C2CCC1CC(O)(c1ccccn1)C2)N1CCCCCC1 (stereo not drawn)	18	-0.1	1.1	-16
Clc1ccc2nc3c(cc2c1)CN(Cc1cccnc1)CC3	1	0.0	3.1	-67
O=C(c1ccccc1)c1cc(Cl)ccc1N1C(=O)C2C3C=CC(C4CC34)C2C1=O (stereo not drawn)	4	0.1	-0.8	6
COc1cc([N+](=O)[O-])c(Cl)cc1NC(=O)c1cccc(Br)c1	-10	0.0	-0.5	-13
COc1ccc(C2NCCc3[nH]cnc32)cc1 (stereo not drawn)	0	-0.1	1.0	-2
CCCCC/C=C\C/C=C\C/C=C\C=C\[C@H](CCCC(=O)O)OO	1	nt	-1.3	nt
Cc1ccccc1S(=O)(=O)Cc1ccc(C(=O)N2CCC3(CC2)OCCO3)o1	7	-0.4	0.5	8
CN(C)C(=O)c1ccc(Cn2nc(C(=O)Nc3ccccn3)c3ccccc32)cc1	-12	0.1	0.8	2
O=[N+]([O-])c1ccc(CN2CCN(c3ccccc3)CC2)cc1	38	-0.2	0.9	-9
C#CCOc1ccc2c(c1)c(C(C)=O)c(C)n2Cc1ccccc1	-9	0.0	2.1	-9
COc1ccc(C)cc1-n1c(C)nc2ccccc2c1=O	15	0.0	-0.3	11
Cc1nonc1NC(=O)CN1C2CCC1CC(O)(c1ccccc1F)C2 (stereo not drawn)	-6	-0.1	-0.5	-8
N#Cc1cccc(C(=O)N(Cc2ccco2)C2CCN(Cc3ccncc3)CC2)c1	13	0.3	0.5	16
O=c1[nH]c(O)c(N=Nc2ccc([N+](=O)[O-])cc2[N+](=O)[O-])c(=O)[nH]1	10	-0.1	-0.5	-5
CC(C)(C)NC(=S)N1CCn2cccc2C1c1cccnc1 (stereo not drawn)	10	0.7	0.6	4
O=C1NC(=O)C(=Cc2ccccc2F)C(=O)N1	-6	-0.1	2.5	2
Cc1ccc(N=P(N(C)C)(N(C)C)C(C)(C)C)c(C)c1	14	0.0	0.7	25
CC1CCN(CC(=O)c2ccc3cc[nH]c3c2)CC1	4	-0.1	3.8	-52
O=S(=O)(c1ccc(Cl)cc1)N1CC1c1ccccc1 (stereo not drawn)	4	-0.1	0.3	8
CCC(C)N1CCN(Cc2ccccc2F)CC1 (stereo not drawn)	75*	-0.2	0.1	-1
NC(N)=NOCC[C@H](N)C(=O)O	12&-10	-0.1&0.2	-1.0&0.1	12
COc1ccc2[nH]c(C)c(CCNCc3ccccc3F)c2c1	26	-0.2	0.1	-5
CCCCC/C=C\C/C=C\C/C=C\C/C=C\CCCC(=O)NC[C@@H](C)O	13	nt	-0.3	nt
O=C(c1cc(S(=O)(=O)N2CCOCC2)ccc1F)N1CCC2(CC1)OCCO2	-4	0.0	1.4	-5
C=CCN1C(=O)C2(C(C(=O)OC)=C(C)OC(N)=C2C(=O)OCC)c2ccccc21 (stereo not drawn)	-14	0.2	0.4	-1
O=C(NCCc1cccc(Cl)c1)C(Cl)(Cl)Cl	4	0.6	0.1	-2
CN1CCN(c2c(N)cccc2Cl)CC1	-2	0.0	-1.1	1
CCOC(=O)C1=C(N)OC(C)=C(C(=O)OCc2ccccc2)C12C(=O)Nc1ccccc12 (stereo not drawn)	14	0.0	-0.1	11
O=c1c2ccccc2nc(/C=C\c2ccccc2F)n1-c1cccc(F)c1	0	0.1	0.9	4

2 records drawn at random from those above, as already listed:
SMILES	MITF primary	FBW7 act	GPR151 ag	TEAD-YAP block
C=CCN1C(=O)C2(C(C(=O)OC)=C(C)OC(N)=C2C(=O)OCC)c2ccccc21 (stereo not drawn)	-14	0.2	0.4	-1
COc1cc([N+](=O)[O-])c(Cl)cc1NC(=O)c1cccc(Br)c1	-10	0.0	-0.5	-13

(list continues)
SMILES	MITF primary	FBW7 act	GPR151 ag	TEAD-YAP block
CC1CCCCN1C(=O)c1ccc(N2CC3CC(C2)c2cccc(=O)n2C3)c([N+](=O)[O-])c1 (stereo not drawn)	3	-0.1	0.0	1
Cc1cc([N+](=O)[O-])c(Cl)cc1NC(=O)C(C)C	3	0.0	-0.2	1
COc1ccc(CCNCc2ccccc2Cl)cc1OC	40	0.1	1.9	-3
CC(C)NC(C)C(=O)C12CC3CC(CC(C3)C1)C2 (stereo not drawn)	-17	-0.1	0.6	9
CC(C)(C)c1[nH]nc2c1C(c1cccc(I)c1)C(C#N)=C(N)O2 (stereo not drawn)	-8	0.8	-1.4	-5
COc1ccc2[nH]cc(CCN(Cc3ccccc3)Cc3ccccc3)c2c1	7	-0.1	-1.4	5
COc1ccccc1N1CCN(Cc2ccc(F)c(F)c2)CC1	36	0.0	-0.2	-9
COC(C)C(O)(C(=O)OCC1=CCN2CC[C@H](O)[C@@H]12)C(C)C (stereo partly drawn)	3	-0.1	-1.7	-2
C[C@]12CC[C@H]3[C@@H](CCC4C[C@H](O)CC[C@@]43C)[C@@H]1CC[C@@H]2O (stereo partly drawn)	-9	-0.2	-1.2	-4
CC(=O)NC1C(=O)NC(=S)NC1=O	21	-0.3	0.0	1
Cn1c(O)c(C(=O)c2ccccc2Cl)c(=O)n(C)c1=O	-1	0.1	3.5	-1
Cc1ccc(OCCOc2cccc(C=C3C(=O)NC(=O)NC3=O)c2)c(C)c1	4	-0.9	-1.0	11
NC1=C(C(=O)OCc2ccccc2)C2(C(=O)Nc3ccc(Br)cc32)C2=C(CCCC2=O)O1 (stereo not drawn)	15	0.2	-1.5	7
COc1ccccc1N(C)C1=NC(=[N+](C)c2ccccc2OC)c2ccccc21	-7	-0.1	1.5	-4
CCc1c(C)nc(N2CCNCC2)[nH]c1=O	9	0.0	0.9	-1
CCN(CC)C(=O)C(=O)c1cn(Cc2ccccc2)c2ccccc12	14	-0.3	-2.2	-8
O=c1c2ccccc2nc(C[n+]2ccccc2)n1-c1ccccc1	-2	0.0	-0.1	4
Fc1ccc(CN2CCc3nc4ncccc4cc3C2)cc1	8	-0.1	0.7	2
CC(C)(CNc1ccc([N+](=O)[O-])c2cccnc12)CNS(=O)(=O)c1ccc(Br)cc1	10	-0.3	1.0	1
Cc1cccc(N2CCNCC2C)c1 (stereo not drawn)	3	-0.3	0.6	18
CN1CCN(c2c([N+](=O)[O-])cccc2[N+](=O)[O-])CC1	10	0.1	-1.1	4
OCC1CCCN2CCCCC12 (stereo not drawn)	2&21	0.3&0.4	1.6&-2.4	3&3
COc1cccc(-n2nc(C(=O)N3CCC4(CC3)OCCO4)c3ccccc3c2=O)c1	6	0.1	0.7	7
O=C(c1ccco1)C12CN3CN(CN(C3)C1)C2	-56	0.2	0.4	-4

Compound profiles, as listed above.
`CN1CCN(c2c([N+](=O)[O-])cccc2[N+](=O)[O-])CC1` is listed with MITF primary: 10; FBW7 act: 0.1; GPR151 ag: -1.1; TEAD-YAP block: 4
`O=c1c2ccccc2nc(C[n+]2ccccc2)n1-c1ccccc1` is listed with MITF primary: -2; FBW7 act: 0.0; GPR151 ag: -0.1; TEAD-YAP block: 4

Back to the main list, repeating the 3 entries before the break.
SMILES	MITF primary	FBW7 act	GPR151 ag	TEAD-YAP block
OCC1CCCN2CCCCC12 (stereo not drawn)	2&21	0.3&0.4	1.6&-2.4	3&3
COc1cccc(-n2nc(C(=O)N3CCC4(CC3)OCCO4)c3ccccc3c2=O)c1	6	0.1	0.7	7
O=C(c1ccco1)C12CN3CN(CN(C3)C1)C2	-56	0.2	0.4	-4
CC(C)CCCN1C(=O)NC(=O)/C(=C\c2ccccc2Cl)C1=O	-5	-0.1	-1.7	1
CCc1c(C)nc2sc(N)n[n+]2c1C	1	0.0	0.2	3
CCOc1ccc(-c2nc(CSCC(=O)N3CCC4(CC3)OCCO4)c(C)o2)cc1	-2	0.4	0.5	53*
CCCc1noc(CN2CCCC(C(=O)c3cccs3)C2)n1 (stereo not drawn)	-3	0.0	-0.6	-5
C[C@@H]1C[C@@H]([C@H](O)CC2CC(=O)NC(=O)C2)C(=O)[C@@H](C)C1	-9&15&19&7	0.5&0.4&0.0&-0.1	-2.7&-1.8&-2.1&-1.2	98*
COc1ccccc1-n1c(/C=C/c2ccc(N(C)C)cc2)nc2ccccc2c1=O	-16	2.3*	0.3	-12
C[C@]12CCC(=O)C(O)=C1CC[C@@H]1[C@@H]2CC[C@]2(C)C(=O)CC[C@@H]12	0	-0.1	1.7	nt
NC(Cc1ccccc1)c1nc2ccccc2[nH]1 (stereo not drawn)	14	-0.7	0.1	-27
COc1ccc(C=C2C(=O)NC(=S)NC2=O)cc1OCc1ccccc1	6	-0.1	-3.5	-26
CN(C)C(=O)C(c1ccccc1)c1ccccc1	-4	0.0	0.3	5
CCN1CCN(C(=O)COc2cccc(Br)c2)CC1	-8	0.0	1.7	-8
CCN(CC)S(=O)(=O)c1cc(C(=O)Oc2cccc3cccnc23)ccc1Br	8	-0.3	2.4	4
Cc1ccc(-n2c(/C=C/c3cccc(F)c3)nc3ccccc3c2=O)c(C)c1	-10	-0.1	-1.8	3
O=C(c1ccccc1)c1cc([N+](=O)[O-])ccc1NC(=O)C(F)(F)F	16	0.8	0.5	-9
COC(=O)C1=C(C)OC(N)=C(C(=O)OCc2ccccc2)C12C(=O)Nc1ccccc12 (stereo not drawn)	23	0.6	-1.3	-1
CCCCCNc1ccc(C(=O)N2CC3CC(C2)c2cccc(=O)n2C3)cc1[N+](=O)[O-] (stereo not drawn)	10	-0.1	0.8	10
FC(F)(F)c1ccc(CNCCc2ccc3c(c2)OCO3)cc1	18	0.0	-0.3	1
CCOc1cc(C=C2C(=O)NC(=O)NC2=O)cc([N+](=O)[O-])c1O	7	-0.4	-0.4	4
C=CCN1C(=O)/C(=C\c2cccn2-c2cccc([N+](=O)[O-])c2)C(=O)NC1=S	45	-0.1	0.6	5
COc1cc(NC(=O)CN2C(=O)C(C)N=C(c3ccccc3)c3ccccc32)cc(OC)c1 (stereo not drawn)	5	-0.3	-0.2	37*
COc1cc(/C=N\Nc2nn[nH]n2)ccc1OC(=O)N(C)C	-1	0.1	1.3	7
Cc1ccc(-c2cc(C(F)F)n3ncc(C(=O)N4CCC5(CC4)OCCO5)c3n2)cc1	6	0.1	0.7	-5
COc1ccccc1CCNC1CCC(C)CC1 (stereo not drawn)	17	-0.1	1.1	2
CCN1CCN(c2ccc(C(F)(F)F)cn2)CC1	4	0.1	-0.6	-3
C=CCOC(=O)C1=C(C)OC(N)=C(C(=O)OCC)C12C(=O)Nc1ccccc12 (stereo not drawn)	-4	0.0	0.3	2
COc1ccc(-n2nnnc2C2(NCCc3c(C)[nH]c4ccccc34)CCCCC2)cc1	21	-0.1	0.4	1
COc1cc(C)cc2oc(=O)c3c(c12)CCC3	18	0.5	-1.1	13
Cn1ccnc1C1(O)CC2CCC(C1)N2CC(=O)Nc1ccc(N2CCCC2)cc1 (stereo not drawn)	18	0.2	-0.5	16
COc1ccc(N2C(=O)NC(=O)/C(=C\c3ccc(C)o3)C2=O)cc1	13	0.0	-0.6	4
CCN(CC)CCOC(=O)c1ccc(N=Cc2c(O)[nH]c(=O)[nH]c2=O)cc1	21	0.4	-1.0	-7
Cc1ccccc1N1C(=O)NC(=O)/C(=C\c2cnn(-c3ccccc3)c2)C1=O	0	-0.4	-0.4	-31
O=C(CSC1c2ccccc2Oc2ccccc21)Nc1ccccc1C(=O)O	10	0.7	-2.8	16
O=c1cccc2n1CC1CC2CN(Cc2cccc([N+](=O)[O-])c2)C1 (stereo not drawn)	-1	0.4	2.2	-4
c1ccc2c(c1)c1c3n2CNCC3CCC1 (stereo not drawn)	10	-0.2	1.7	3
CCCN(CCC)[C@@H]1CCc2cccc(O)c2C1	2&-6	0.0&-0.1	0.6&-0.8	4
N/C(=N/O)c1nonc1NCNc1nonc1/C(N)=N\O	7	0.2	-0.2	8
CC(C)C[C@@H]1NC(=O)[C@H]2CN(Cc3ccncc3)CCN2C1=O	3	-0.1	-0.9	0
O=c1n(Cl)c(=O)n(Cl)c(=O)n1Cl	-3	-0.1	-0.3	3
COC(=O)CCc1cc(C(C)(C)C)c(OP(O)Oc2c(C(C)(C)C)cc(CCC(=O)OC)cc2C(C)(C)C)c(C(C)(C)C)c1	1	0.2	-0.2	0

An excerpt, so the mix of outcomes need not match the whole.
